Tb PFK block: blocks T. brucei phosphofructokinase; T. brucei PFK, ADP-Glo luminescence; Potency, µM (series often up to 57.5 µM), inactives show at the top dose activity, negative = inhibition, most hits filed as inhibitors; hit rate 0.17% among 330,000; AID 485367;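 further: potency means the concentration at half of the fitted maximal effect; 0% = uninhibited 1x PFK enzyme wells and -100% = no-enzyme wells; nearly all actives have a fitted effect of over 60% in size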
Target sequence (O15648 whole entry, looked up): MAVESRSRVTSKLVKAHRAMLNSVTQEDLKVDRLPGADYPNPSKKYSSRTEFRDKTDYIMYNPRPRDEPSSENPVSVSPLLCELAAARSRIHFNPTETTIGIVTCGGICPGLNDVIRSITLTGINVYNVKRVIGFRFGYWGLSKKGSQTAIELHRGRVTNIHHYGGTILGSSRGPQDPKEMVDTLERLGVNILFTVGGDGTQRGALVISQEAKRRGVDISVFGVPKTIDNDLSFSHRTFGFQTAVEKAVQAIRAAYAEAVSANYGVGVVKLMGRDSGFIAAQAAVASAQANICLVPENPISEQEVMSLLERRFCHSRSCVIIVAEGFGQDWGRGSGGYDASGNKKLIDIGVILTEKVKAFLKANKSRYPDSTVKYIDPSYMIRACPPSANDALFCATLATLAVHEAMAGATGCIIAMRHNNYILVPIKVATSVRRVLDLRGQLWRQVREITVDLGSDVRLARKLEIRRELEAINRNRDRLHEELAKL
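1.25 nM PFK with 0.5 mM F6P and 0.1 mM ATP in 0.1 M TEA pH 8.0, 5 mM MgCl2, incubated 45 min at room temperature; ADP measured by ADP-Glo luminescence; compounds titrated up to 57 uM.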
BCR signal inh: inhibitors of chronic active B-cell receptor signaling | ABC-DLBCL IkBa-CBG/CBR reporter, luminescence ratio, 4 h | Potency, µM (top dose mostly 46.1 µM), inactives show at the highest dose ratio change, negative = lower green/red ratio, hits mostly inhibitors | hit rate 0.05% among 340,000; active means well fitted inhibition curve with a large enough effect in the signal ratio, with a control signal flat, not every such curve was filed as active; inconclusive means small, poorly fitted or top-dose-only effect, or effect the other way, or a change in a side signal; the % refers to the signal ratio;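 further: potency means the concentration at half of the fitted maximal effect; plate controls were basal doxycycline-induced cells for no effect and cells given 10 µM MG132 for full effect; MG132 reads +100%, hits lower the ratio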
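Compounds up to 46 uM were incubated four hours with TMD8 cells whose green CBG68 luciferase is fused to IkappaBalpha; red CBR luminescence normalised the signal, and concentration-effect curves were fitted to fusion, red and ratio data.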
Coupling enz: coupling enzyme interference in Giardia aldolase counter-screen; coupling enzyme system counterscreen, AmpLite Red fluorescence; activity change, negative = inhibition, % at 58.2 µM, hits read low; hit rate 0.67% among 290,000; AID 2472; in the data active means activity change below about -30%; further: on the % scale 0 is the no-effect control and ±100 the full control effect
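Compounds tested against the coupling enzymes alone at 57.5 uM final; readout was AmpLite Red fluorescence (525/598 nm) after 20 min at RT.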
Menin-MLL TR inh: menin-MLL binding inhibition, Texas Red mutant peptide. Potency, µM (series often up to 61.6 µM), for inactives: at the top dose FP activity change, negative = inhibition, usual class: inhibitors. Menin + Texas Red MLL mutant peptide, fluorescence polarization. O00255. hit rate 0.23% among 270,000; active means well fitted inhibition curve with a large enough effect in the polarisation, with a control signal flat, not every such curve was filed as active; inconclusive means small, poorly fitted or top-dose-only effect, or effect the other way, or a change in a side signal; inactive means no such curve, though single readings can be large or run the other way; the % refers to the polarisation; further: potency means the concentration at half of the fitted maximal effect; % of control where 0% means no effect; many of its hits are not listed in these tables
TSG101-PTAP inh: blocks PTAP/TSG101 interaction to inhibit HIV-1 budding | 340,000 tested, under 10 active | Q99816 | Potency, µM (highest dose often 115 µM), inactives show at the top dose activity change, negative = inhibition, most hits filed as inhibitors | Fluorescence polarization, FITC-PTAP peptide / Tsg101 binding; active means well fitted inhibition curve with a large enough effect in the main read-out, with a control signal flat, not every such curve was filed as active; inconclusive means small, poorly fitted or top-dose-only effect, or effect the other way, or a change in a side signal; inactive means no such curve, though single readings can be large or run the other way; further: potency means the concentration at half of the fitted maximal effect; % of control where 0% means no effect
Target sequence (Q99816 whole entry, looked up): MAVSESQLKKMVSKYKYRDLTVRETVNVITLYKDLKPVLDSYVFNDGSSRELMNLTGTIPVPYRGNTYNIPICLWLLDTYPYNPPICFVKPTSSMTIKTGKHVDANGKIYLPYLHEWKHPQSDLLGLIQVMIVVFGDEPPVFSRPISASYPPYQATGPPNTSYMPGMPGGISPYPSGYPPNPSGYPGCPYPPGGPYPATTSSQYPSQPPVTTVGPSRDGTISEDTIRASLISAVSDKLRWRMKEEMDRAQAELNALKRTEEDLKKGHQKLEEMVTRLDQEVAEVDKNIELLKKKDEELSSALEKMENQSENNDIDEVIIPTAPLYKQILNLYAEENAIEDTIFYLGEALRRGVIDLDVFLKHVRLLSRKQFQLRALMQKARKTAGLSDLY
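Steps: Tsg101 binding domain dispensed (10 uM final), compounds pinned in DMSO, FITC-labeled PTAP-motif peptide added (50 nM final); after 20 min binding at room temperature, polarization measured.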
S-ASM inh: blocks human secretory acid sphingomyelinase; P17405; placental ASM, HMU-PC fluorogenic substrate, 60 min; Potency, µM (top dose mostly 57.5 µM), for the others: at the top dose activity change, negative = inhibition, usual class: inhibitors; hit rate 0.006% among 340,000; further: potency means the concentration at half of the fitted maximal effect
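Fluorescence read-out (Ex 386 nm, Em 447 nm) after stopping the reaction at pH 10. Enzyme: ASM from human placenta; substrate HMU-PC0, 9 uM final; 60 min, 37 °C. Compound preincubation 10 min, ambient temperature.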
GALK inhibitor: blocks human galactokinase activity | Purified GALK, Kinase-Glo residual ATP luminescence | Potency, µM (series often up to 57.5 µM), without a hit: top-dose activity change, negative = inhibition, most hits filed as inhibitors | hit rate 0.007% among 270,000; further: potency means the concentration at half of the fitted maximal effect; on the % scale 0 is the no-effect control and ±100 the full control effect
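Galactose (100 uM) and ATP (35 uM) were turned over by 5 nM GALK for 1 h at RT. Kinase-Glo Plus then converted the remaining ATP into a luminescent signal.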
B2AR arrestin: beta2AR (human) beta-arrestin recruitment activity | beta-arrestin recruitment to beta2AR, cell-based reporter | Potency, µM (highest dose often 46.1 µM), inactives show at the top dose activation, usual class: activators | hit rate 0.02% among 330,000 | P07550;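 further: potency means the concentration at half of the fitted maximal effect; 0% = DMSO controls and full agonism = EC100 isoproterenol or metaproterenol; nearly all actives have a fitted effect of over 65% in size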
Integrin act MD: activators of alpha7 integrin expression for muscular dystrophy. hit rate 0.064% among 350,000. alpha7betagal myoblasts, beta-gal FDG fluorescence, 48 h. Potency, µM (titrated, usually from 38.3 µM), without a hit: top-dose activation, usual class: activators. AID 624291;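 further: potency means the concentration at half of the fitted maximal effect; 100% = response of the positive control SU9516; nearly all actives have a fitted effect of over 60% in size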
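alpha7betagal+/- myoblasts (passage 13, 250/well) treated 48 h at 37C with compounds at 1:260 dilution of DMSO stock. Lysed, then beta-galactosidase activity read as FDG fluorescence (ex 480/em 540) after 30 min, with pre-read for autofluorescence.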
Giardia kill: Giardia lamblia killing. Giardia lamblia trophozoite viability. activity change, % at 7.66 µM, hits read low. hit rate 0.15% among 340,000; in the data active means activity change below about -80%; inconclusive means between about -30% and that limit;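 further: parasites exposed to compound for two days anaerobically before the ATP read; on the % scale 0 is the no-effect control and ±100 the full control effect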
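Anaerobic 48 hrs incubation at 37 deg C of 100 trophozoites/well with test compounds; ATPLite 1-Step luminescence, 15-30 min RT, reports cellular ATP as viability.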
PKM2 act: activators of human pyruvate kinase M2 | Potency, µM (series often up to 57.5 µM), for inactives: at the top dose activation, actives largely listed as activators | P14618 | hit rate 0.34% among 260,000 | purified PKM2, Kinase-Glo ATP luminescence, activation; response scale: 0% is enzyme alone, no compound; further: potency means the concentration at half of the fitted maximal effect; on the % scale 0 is the no-effect control and ±100 the full control effect; nearly all actives have a fitted effect of over 55% in size
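Kinase-Glo luminescence reports ATP generated from ADP (0.1 mM) and PEP (0.5 mM) by purified hPK-M2 after 1 h at room temperature, pH 7.2 imidazole buffer; intermediate enzyme activity allows detecting inhibitors and activators.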
The depositor's hits bear a star; ? = inconclusive; · = no result given; [ ] = another dose, or the depositor's remark. Unless noted, the call rests on the fitted dose curve; in most records, active means well fitted curve in the direction sought with a large enough effect; inconclusive means small, poorly fitted or top-dose-only effect, or another doubt; inactive means no such curve, though single readings can be large; an effect the other way counts as inactive or inconclusive. Some of the compounds tested; rates above refer to the full screens.

SMILES	Tb PFK block	BCR signal inh	Coupling enz	Menin-MLL TR inh	TSG101-PTAP inh	S-ASM inh	GALK inhibitor	B2AR arrestin	Integrin act MD	Giardia kill	PKM2 act
Cc1onc(-c2ccccc2Cl)c1C(=O)Nc1nc2ccc(S(C)(=O)=O)cc2s1	-3%	-1%	1	-9%	-2%	-9%	0%	-1.3%	-2%	8	-1%
O=C(N/N=C/c1ccc(F)cc1)c1ccc(OCc2ccccc2)cc1	0%	?	7	·	-1%	4%	2%	0.4%	3%	-23	-11%
COc1cc(/C(C)=N/NC(=O)c2cccc(S(=O)(=O)N3CCCC3)c2)cc(OC)c1OC	6%	?	·	·	·	-1%	-5%	4.2%	16%	-18	0%
Cc1cc(C)cc(NC(=O)CN2C(=O)c3ccccc3C2=O)c1	-4%	-1%	0	-5%	-7%	0%	-2%	-0.1%	4%	-2	0%
Cc1ccccc1-n1c(SCC(=O)NCC2CCCO2)nc2c([nH]c3ccccc32)c1=O (stereo not drawn)	0%	-18%	·	·	-4%	-4%	5%	7.8%	14%	6	-8%
CCn1c(O)c(C=C2N=c3ccccc3=N2)sc1=S	-6%	?	4	18%	-3%	-2%	5%	0.1%	-14%	-12	3%
CSC1=NCCN1C(=O)c1ccc2c(c1)OCO2	0%	2%	-4	?	-2%	0%	0%	2.6%	24%	1	?
CC1CCN(C2=NC(=O)/C(=C/c3cccc(O)c3)S2)CC1	9%	?	1	-28%	1%	-2%	2%	-0.6%	-1%	-14	·
O=C(c1cc(C2CC2)nn1-c1ccccc1)N1CCN(Cc2ccccc2F)CC1	-1%	5%	·	·	-3%	·	·	-0.4%	14%	3	·
COc1ccc(-c2nnc(NC(=O)c3ccc(S(=O)(=O)N(C)CC4CCCO4)cc3)o2)c(OC)c1 (stereo not drawn)	0%	-6%	·	·	-3%	0%	-2%	-0.5%	11%	-8	-3%
CCCC1C(c2ccco2)NC(c2ccco2)CC1(C)O (stereo not drawn)	2%	5%	0	-3%	3%	49%[activator]	7%	-0.1%	-13%	14	0%
CCOC(=O)CC(=O)Nc1ccc(Br)cc1C(=O)O	3%	?	-1	4%	-4%	7%	5%	-0.2%	29%	0	-3%
Cc1ccc(NC(=O)NNC(=O)c2cc3ccccc3cc2O)c(C)c1	1%	?	2	8%	1%	4%	8%	0.7%	-34%[inhibitor]	-19	-2%
CN(NS(=O)(=O)c1ccc(Br)cc1)c1nc(C(F)(F)F)nc2ccccc12	-6%	7%	7	?	1%	-12%	0%	0.3%	39%	-9	5%
CCOC(=O)c1c(C)cc(O)cc1O	·	·	-3	6%	-1%	-2%	·	·	0%	4	·
CN(C)S(=O)(=O)c1cccc(C(=O)NC2CCCc3ccccc32)c1 (stereo not drawn)	1%	-6%	2	2%	-3%	0%	2%	-0.9%	7%	-19	-4%
COc1ccc(Cl)cc1NC(=O)CCN1C(=O)C2C3C=CC(C4CC34)C2C1=O (stereo not drawn)	2%	6%	1	7%	·	-1%	0%	0.3%	-2%	-4	0%
CCCn1c(=O)c2ccccc2n2c(SCC(=O)c3ccc(F)cc3)nnc12	-3%	-3%	0	11%	·	·	-3%	-0.3%	·	·	-3%
CCOc1ccc(C2OC(=O)Cc3cc(OC)c(OC)cc32)cc1 (stereo not drawn)	0%	-12%	4	-7%	-6%	-3%	2%	-1.1%	3%	3	-6%
O=C(CSc1nnc(NC(=O)c2ccccc2F)s1)NCc1ccco1	-2%	-1%	·	·	2%	0%	5%	-0.4%	-8%	2	-10%
COc1ccc(CCN2C(=O)C(O)=C(C(C)=O)C2c2ccccc2OC)cc1OC (stereo not drawn)	?	-17%	7	·	-6%	4%	-2%	0.0%	2%	17	4%
C/C(=N\NC(=O)C(N)=O)c1ccc(OC(F)F)cc1	-1%	-13%	0	0%	-2%	0%	-1%	0.1%	7%	2	-13%
Cc1ccc(NC(=O)CN(C)C(=O)CSc2nc3ccccc3c(=O)n2Cc2ccco2)cc1	1%	?	3	15%	-5%	-10%	2%	11%	-18%	-9	6%
Cc1ccc2c(c1)C(C)CC(C)(C)N2C(=O)NC1CCCCC1 (stereo not drawn)	0%	-4%	2	-5%	-6%	-2%	0%	0.0%	-17%	4	-4%
Cc1cc(N2C(=O)C(=O)/C(=C(/O)c3ccc(F)cc3)C2c2ccc(F)cc2)no1 (stereo not drawn)	-1%	1%	4	1%	-9%	1%	1%	-0.7%	-3%	12	2%
Cc1ccc(S(=O)(=O)NC2=NCN(C3CCCCC3)CN2)cc1	0%	-1%	4	2%	-3%	3%	1%	-0.1%	?	-5	-1%
COCCN(C(=O)CSc1nnc(-c2ccc(C)cc2)n1N)c1c(N)n(Cc2ccccc2)c(=O)[nH]c1=O	1%	-1%	·	·	-3%	2%	-1%	0.1%	10%	14	1%
COC(=O)c1cc(S(=O)(=O)NCc2cccs2)c[nH]1	0%	5%	0	0%	-5%	3%	-4%	-0.4%	21%	3	·
CSCCC(Nc1ccc(S(=O)(=O)N2CCOCC2)cc1[N+](=O)[O-])C(=O)OCC(=O)NCC(C)C (stereo not drawn)	7%	?	-4	7%	-3%	-6%	-3%	-0.3%	18%	-7	-2%
COC(=O)c1ccc(OC)c(Cn2c(=O)n(C)c(=O)c3sccc32)c1	0%	?	0	-3%	-6%	1%	-1%	-0.4%	-23%	14	2%[11.5 µM]
Cc1cccn2cc(CCNC(=O)c3cccs3)nc12	-19%	?	-2	·	-5%	0%	-1%	-0.3%	1%	5	-16%
O=C(NC(=S)N1CCN(C/C=C/c2ccccc2)CC1)c1cccnc1	-1%	?	-1	·	-1%	-2%	5%	0.3%	?	13	0%
Cc1cc(NC(=O)CSC2=NS(=O)(=O)c3cc(Cl)ccc3N2)no1	?	?	·	·	-2%	0%	·	0.0%	-7%	8	·
Cc1ccc(C(=O)Nc2oc(-c3ccccc3)cc2C#N)cc1	·	·	2	?	0%	1%	-2%	·	-7%	3	-1%
CCC(=O)c1cn(CC(=O)O)c2ccccc12	0%	2%	2	6%	-6%	3%	3%	0.5%	2%	-1	-3%
COc1cc2nc(N3CCNCC3)nc(N)c2cc1OC	-5%	-19%	-3	-1%	-1%	18%	0%	-1.9%	-52%[inhibitor]	16	-1%
CCOC(=O)c1c(-c2cccs2)csc1NC(=O)CC(C)C	-3%	11%	3	·	-9%	-8%	-2%	0.1%	-23%	-4	-21%
COc1ccc(S(=O)(=O)N2CCCCC2)cc1NC(=O)CCNC(=O)c1ccco1	1%	5%	·	·	0%	1%	·	-2.0%	-6%	-9	·
O=C(CN(C(=O)c1ccccc1)N1C(=O)CCC1=O)c1cccs1	1%	0%	3	-1%	·	4%	-1%	-0.4%	-10%	13	0%
CCOC(=O)c1cccc(NC(=O)CN2CCN(c3ccc(OC)cc3)CC2)c1	-1%	?	0	-6%	-4%	-3%	4%	0.1%	-7%	4	10%
COc1cc(SC)ccc1C(=O)OC(C)C(=O)NC1CCCC1 (stereo not drawn)	-16%	?	-5	6%	-1%	0%	9%	0.2%	8%	-4	-4%
COc1ccccc1Cc1noc(-c2cc(Cl)ccc2OC)n1	2%	-2%	0	29%	-6%	-4%	-2%	-0.2%	16%	-2	10%
COc1ccc(C2NCCc3cc(OC)c(OC)cc32)cc1OC (stereo not drawn)	6%	?	1	3%	-7%	0%	2%	-0.7%	-6%	8	0%
O=c1n(S(=O)(=O)c2cccc3cccnc23)c2ccccc2n1S(=O)(=O)c1cccc2cccnc12	6%	-14%	-7	?	0%	-5%	0%	-0.3%	14%[7.66 µM]	14	16%
COc1ccccc1C(=O)Nc1ccc(Oc2ncnc3sc(-c4ccccc4)cc23)cc1	-3%	0%	-3	11%	-2%	-1%	0%	-0.2%	9%	1	-3%
CC(C)(C)C(=O)Nc1c2c(nc3c1CCC3)CCCC2	-6%	5%	-8	2%	-2%	2%	-2%	-0.2%	7%	-17	1%
O=C1c2ccccc2C(=O)N1CCCCSc1nnc2c(Cl)cc(Cl)cn12	2%	-3%	0	-1%	-5%	2%	2%	0.4%	-10%	-9	7%
O=C(Cn1cnc(S(=O)(=O)N2CCCC2)c1)Nc1ccccc1	-10%	-2%	·	·	-4%	0%	2%	-1.5%	8%	-7	·
CCN1C(=O)/C(=C\c2ccncc2)SC1=S	-10%	-1%	0	·	0%	-8%	-4%	0.5%	?	-7	1%
